Bioassay records as filed in PubChem.
NTR1 agonist: agonists of NTR1, primary screen, imaging, U2OS cells, beta-arrestin-GFP, high content (AID 493036). 330,000 tested, 0.17% active. activation, % at 20 µM. P30989. NTR1-U2OS beta-arrestin-GFP spot imaging, agonist mode;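 active = activation at or above 40% of the spot to cytoplasm intensity ratio, with at least 20 cells analyzed; inconclusive = wells under 20 cells, flagged as cytotoxic or low count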;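 also: 0% = DMSO without peptide and 100% = 100 nM NTR1 peptide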
Target sequence (P30989 whole entry, looked up): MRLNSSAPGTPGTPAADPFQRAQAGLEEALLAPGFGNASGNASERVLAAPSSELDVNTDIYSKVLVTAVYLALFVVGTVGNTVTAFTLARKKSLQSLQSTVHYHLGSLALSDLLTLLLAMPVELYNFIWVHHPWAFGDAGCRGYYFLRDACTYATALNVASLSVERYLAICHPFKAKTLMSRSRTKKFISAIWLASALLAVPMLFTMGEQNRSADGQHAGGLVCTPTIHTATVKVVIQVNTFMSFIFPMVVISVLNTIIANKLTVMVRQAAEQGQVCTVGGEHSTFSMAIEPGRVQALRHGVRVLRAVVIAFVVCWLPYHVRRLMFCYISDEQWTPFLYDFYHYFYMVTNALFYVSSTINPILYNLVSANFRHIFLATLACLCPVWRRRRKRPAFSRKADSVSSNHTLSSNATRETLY
Large T inhibition: SV40 large T antigen inhibitors, biochemical (AID 1903); SV40 large T antigen ATPase/helicase inhibition assay; higher % means a stronger effect; one-dose inhibition, % at 20 µM; IC50 in µM for titrated hits; 310,000 tested, 0.39% active; in the data active = a potency from the dose series; inconclusive = inhibition mostly from about 32% at the one dose, without a potency; inactive = the rest, 99 in 100 with inhibition below about 32%; also: strong numbers were not always called active
T cell HTS: T cell immune modulators affecting CD8 T cell-vesicle binding; 330,000 tested, 0.068% active; AID 2052; calls only at 7 µM; 2C CD8+ T cell-vesicle binding, flow cytometry; hits give low values;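 active = response, share of CD8 T cells binding vesicles, and their 90th percentile fluorescence all below set limits, cut at about 80% in these data, passing the limit was not always enough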
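material = purified 2C TCR transgenic mouse naive CD8+ T cells | controls = Unloaded micro-vesicles (low), QL9 vesicles with 0.7% DMSO (high) | detection = cytometric PE anti-B7-1 and Alexa647 anti-CD8 signals after 1% paraformaldehyde fixation | incubation = binding step 1.5 h, 37 °C, antibody labelling 20 min, ice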
MgcRacGAP inhibition: MgcRacGAP GTPase-activating activity inhibitors, confirmation, biochemical, ADP Hunter fluorescence | inhibition, % at 30 µM, or IC50 in µM where a hit was titrated | 340,000 tested, 0.6% active | MgcRacGAP-stimulated Rac1 GTP hydrolysis, ADP Hunter fluorescence; higher % means a stronger effect; GST-tagged Rac1 F28L mutant substrate | AID 624330;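 active = first-screen hits whose inhibition reached a set limit at any dose in the follow-up dose series; inconclusive = inhibition above the set first-screen limit but never retested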;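 also: fluorescence reports GDP produced by GAP-driven GTP hydrolysis; strong numbers were not always called active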
Hep lipid drop: hepatic lipid droplet formation modulation; AML12 mouse hepatocytes, oleate lipid droplets, BODIPY imaging; inhibition, % at 6.5 µM; 240,000 tested, 0.4% active; AID 1656;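 active = lipid droplet intensity inhibited by at least 50%, with more than 500 cells counted; inconclusive = wells with under 300 cells, treated as cytotoxic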
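Assay system: AML12 hepatocytes (mouse) / Also added: 100 µM oleic acid challenge / Times: overnight treatment with compound plus oleate / Detection: high-content imaging of BODIPY-stained droplets and DAPI nuclei / Evaluation: % inhibition of lipid droplet signal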
GPR35 arrestin U2OS: inhibition of zaprinast-stimulated GPR35 beta-arrestin translocation – imaging, U2OS, beta-arrestin-GFP, zaprinast agonist, primary screen (AID 2058) | U2OS GPR35 beta-arrestin-GFP translocation imaging, zaprinast antagonism; higher % means a stronger effect | 290,000 tested, 0.052% active | inhibition, % at 10 µM; hits with a dose series show IC50 in µM;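 active = inhibition of at least 50% with at least 30 cells and total cytoplasm GFP at most 10,000,000; inconclusive = under 30 cells or total GFP of 10,000,000 plus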
LYP inhibition: inhibitors of LYP phosphatase, biochemical, fluorescence intensity, uHTS (AID 1779). recombinant LYP phosphatase, fluorescence intensity; higher % means a stronger effect. 290,000 tested, 0.054% active. inhibition, % at 11.5 µM; hits with a dose series show IC50 in µM; in the data active = inhibition above about 50%;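 also: plate controls were vehicle with enzyme for no effect and no enzyme for full effect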
GPR55 antagonists: GPR55 antagonists blocking LPI-driven arrestin recruitment, primary screen, imaging, U2OS, beta-arrestin-GFP, LPI agonist (AID 2013); 290,000 tested, 0.13% active; U2OS GPR55 beta-arrestin-GFP translocation imaging, LPI antagonism; higher % means a stronger effect; one-dose inhibition, % at 10 µM; IC50 in µM for titrated hits;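 active = spots per cell inhibited over 60%, with over 100 cells counted and total cytoplasm intensity under 500,000; inconclusive = wells with under 100 cells, flagged as likely toxic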;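 also: U2OS cells stably carrying GPR55 and arrestin-GFP stimulated by 5 µM LPI near EC80; imaged beta-arrestin-GFP aggregate spots per cell after agonist stimulation; plate controls were LPI-stimulated DMSO wells for no effect and DMSO wells without LPI for full effect; some results filed as inactive read as strong as hits; confirmed hits need IC50 under 10 µM and bright autofluorescent wells are also inconclusive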
GPR55 beta-arrestin: GPR55 agonists via beta-arrestin recruitment, primary screen, imaging, U2OS cells, beta-arrestin-GFP redistribution (AID 1961); U2OS GPR55 beta-arrestin-GFP redistribution imaging; higher % means a stronger effect; activation, % at 10 µM, or EC50 in µM where a hit was titrated; 290,000 tested, 0.048% active;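 active = activation above 40% with more than 50 cells counted in the well; inconclusive = wells holding fewer than 50 cells, flagged as toxic or sparse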;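 also: U2OS osteosarcoma cells stably expressing GPR55 and beta-arrestin-GFP; plate controls were DMSO negative control for no effect and LPI positive control for full effect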
Hep lipid drop cells 6.5 µM: also measured in Hep lipid drop; calls as there; cell count; measured here: cell count, cytotoxicity flag;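 cells counted across two imaged fields per well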
T cell HTS vesicle-bound %: also measured in T cell HTS; calls as there; double positive events, %; measured here: CD8+ vesicle-bound cell fraction;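 binding gate set so that unloaded-vesicle control wells show 10% double positive cells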
NTR1 agonist cell count 20 µM: also measured in NTR1 agonist; calls as there; cell count; measured here: cell count, cytotoxicity flag
Starred values were filed as active, the others as inactive; i = inactive; ? = inconclusive; nt = no result given. Rows are unselected (roughly 1.8% active in at least one column).

smiles,NTR1 agonist,NTR1 agonist cell count 20 µM,Large T inhibition,T cell HTS,T cell HTS vesicle-bound %,MgcRacGAP inhibition,Hep lipid drop,Hep lipid drop cells 6.5 µM,GPR35 arrestin U2OS,LYP inhibition,GPR55 antagonists,GPR55 beta-arrestin
CCCc1cc(=O)[nH]c(SCC(=O)c2c[nH]c3ccccc23)n1,-0.1,48,22%,i,45,2%,0,634,-9%,-6%,10%,0.2%
CCc1cccc(NC(=O)CSc2nnc(Cc3ccc(OC)cc3)c(=O)[nH]2)c1,0.0,52,8%,i,48,6%,nt,nt,nt,nt,nt,nt
CC(C)NS(=O)(=O)c1ccc(NCCCn2ccnc2)c([N+](=O)[O-])c1,-0.5,54,9%,i,17,8%,-8,781,-10%,-2%,-2%,0.5%
O=C(CCSc1ccccc1)OCn1nnc2ccccc2c1=O,-1.2,29,18%,i,58,-2%,5,754,3%,-1%,0%,0.1%
CCOc1ccc(CCNC(=O)c2ccc(=O)[nH]c2)cc1OCC,1.3,52,3%,i,20,-5%,14,721,2%,-6%,0%,0.4%
COc1cc(NC(=O)c2cccnc2)c(OC)cc1NC(=O)c1ccc(Br)cc1,-0.6,50,6%,i,44,5%,-2,818,-1%,-4%,3%,-0.1%
Cc1nn2c(-c3cccc(NC(=O)c4ccco4)c3)nnc2c2ccccc12,1.5,75,11%,i,16,1%,8,698,0%,4%,-10%,-0.1%
CCN(Cc1ccncc1)C(=O)c1ccc(C)o1,0.4,57,14%,i,65,4%,-36,572,0%,-11%,-8%,0.0%
Cc1ccc2occ(C3N[C@H](C(=O)O)CS3)c(=O)c2c1 (some centres undefined),1.4,43,2%,i,50,14%,nt,nt,6%,-3%,nt,-0.1%
Cc1ccc([N+](=O)[O-])cc1S(=O)(=O)Nc1ccc(-c2ccc(N3CCOCC3)nn2)cc1,0.3,69,8%,i,56,10%,nt,nt,nt,nt,nt,nt
CCNS(=O)(=O)c1ccc(OC)c(C)c1,3.6,38,3%,i,22,2%,-3,741,-7%,-7%,15%,0.6%
Cc1cc(C)cc(NC(=O)N2CCN(Cc3ccc4c(c3)OCO4)CC2)c1,-0.5,49,7%,i,22,7%,14,714,-4%,-5%,5%,0.1%
COc1ccc(N2CC(C(=O)N3CCN(c4ccccc4OC)CC3)CC2=O)cc1 (centres undefined),-0.3,60,4%,i,48,1%,6,829,-23%,-9%,-6%,0.6%
CCOC(=O)CN1CC23C=CC(O2)C(C(=O)Nc2cc(OC)ccc2OC)C3C1=O (centres undefined),7.3,53,0%,i,31,2%,-4,668,23%,0%,-2%,-0.3%
Cc1ccc(CNC(=O)c2cccc(OCc3c(C)noc3C)c2)cc1,0.9,47,9%,i,27,15%,nt,nt,15%,-10%,-2%,-0.2%
COc1ccc(CNC(=O)CNC(C)c2ccc(F)cc2)cc1 (centres undefined),-1.1,90,6%,i,61,17%,nt,nt,4%,-8%,8%,0.2%
COc1cccc(OC)c1OCCCCCc1c(C)n[nH]c1C,0.2,64,1%,i,27,4%,nt,nt,-2%,8%,3%,-0.2%
O=C(c1cccc(Cl)c1)N1CCN(c2ccc(N3CCOCC3)nn2)CC1,1.1,72,7%,i,29,2%,nt,nt,nt,nt,nt,nt
O=C(O)C1CCCCN1S(=O)(=O)c1ccc2ccccc2c1 (centres undefined),0.3,73,12%,i,31,4%,10,770,4%,-9%,9%,0.0%
COc1ccc(N2C(=O)C(CC(=O)Nc3ccccc3)N(Cc3cccs3)C2=O)cc1 (centres undefined),-2.5,45,7%,i,26,-5%,4,713,0%,0%,2%,0.6%

Later entries:
smiles,NTR1 agonist,NTR1 agonist cell count 20 µM,Large T inhibition,T cell HTS,T cell HTS vesicle-bound %,MgcRacGAP inhibition,Hep lipid drop,Hep lipid drop cells 6.5 µM,GPR35 arrestin U2OS,LYP inhibition,GPR55 antagonists,GPR55 beta-arrestin
COc1ccc(C2=NS(=O)(=O)N(C)C(C(=O)N3CCC(C(N)=O)CC3)=C2)cc1,-1.2,97,5%,i,24,0%,21,779,2%,-5%,5%,-0.1%
COc1cc(OC)cc(C(=O)N2CCN(c3ccccc3F)CC2)c1,-1.3,57,6%,i,32,5%,-4,647,3%,-2%,-6%,-0.2%
COc1cc(C(=S)N2CCOCC2)cc(OC)c1OS(=O)(=O)c1ccc(NC(C)=O)cc1,-1.1,66,2%,i,40,-2%,nt,nt,6%,-3%,10%,0.3%
COc1ccccc1NC(=O)CSc1nnc(CC(=O)Nc2ccccc2F)n1C,-0.3,57,-1%,i,30,2%,-2,813,8%,-5%,-3%,0.0%
COc1ccccc1C1(CC(=O)O)CCOC(C)(C)C1 (centres undefined),-0.2,35,0%,i,2,-4%,nt,nt,6%,-11%,-3%,0.4%
O=C(c1ccccc1F)n1c2c(c3ccccc31)CCCC2,3.5,87,11%,i,58,6%,-11,845,2%,-4%,1%,0.0%
CN(CCOc1ccccc1)CC(=O)Nc1cc([N+](=O)[O-])ccc1Cl,-0.5,66,5%,i,6,4%,0,726,1%,-7%,4%,0.6%
Cc1ccc(/C=C/C2=Cc3c(sc(NC(=O)CSc4n[nH]c(N)n4)c3C#N)C(C)(C)C2)o1,-1.8,81,19%,i,34,nt,nt,nt,-1%,20%,-1%,-0.1%
CSc1ncccc1C(=O)OCC(=O)NC1CCS(=O)(=O)C1 (centres undefined),-2.3,42,-1%,i,32,9%,nt,nt,-1%,-6%,8%,-0.1%
COc1ccc(C2=NN(C(C)=O)C(c3ccccc3)C2)cc1 (centres undefined),-0.6,68,8%,i,58,8%,4,839,5%,-3%,-1%,0.1%
CN(C)c1nc(OCCNC(=O)Nc2ccccc2)nc(N(C)C)n1,1.8,43,-1%,i,14,9%,nt,nt,-16%,-6%,-3%,0.6%
COc1ccc(C)cc1NC(=S)N1CC(C)OC(C)C1 (centres undefined),0.0,53,13%,i,66,8%,8,633,-2%,-8%,17%,0.0%
Cc1ccc(-n2ncc(C(=O)Nc3ccc(Cl)cc3)c2C2CCNCC2)cc1C,-1.2,105,7%,i,28,7%,-21,684,4%,-8%,17%,0.4%
CCN1CCN(c2ccc(S(=O)(=O)N3CCCCC3)cc2NC(=O)c2cccc(NC(C)=O)c2)CC1,1.3,66,13%,i,54,6%,nt,nt,nt,nt,nt,nt
O=C(C(=O)N1CCN(Cc2ccc3c(c2)OCO3)CC1)c1c[nH]c2ccccc12,0.6,67,12%,i,47,12%,-24,693,4%,-2%,3%,-0.2%
CC(Sc1cccc[n+]1[O-])C(=O)Nc1cccc(S(=O)(=O)N2CCOCC2)c1 (centres undefined),0.4,71,3%,i,6,6%,8,621,-6%,-2%,11%,-0.3%
O=C(CN(C(=O)CCC(=O)Nc1nccs1)c1cccc(F)c1)NCCc1ccccc1,1.6,53,11%,i,16,6%,-10,844,9%,-6%,11%,-0.1%
N#C/C(=C\c1ccccc1OCc1ccc(C(=O)O)cc1)C(=O)Nc1ccc(O)cc1,0.9,52,11µM*,i,42,?,-16,682,7%,-4%,5%,-0.3%
CCOC(=O)C1CCCN(S(=O)(=O)c2ccc(S(=O)(=O)N(CC)CC)cc2)C1 (centres undefined),-0.4,40,26%,i,40,6%,-25,591,1%,-4%,6%,0.0%
COc1ccc(N(CC(=O)N/N=C/c2cc(Br)c(C)o2)S(=O)(=O)c2ccc(NC(C)=O)cc2)cc1,-0.7,68,2%,i,57,3%,-15,571,5%,1%,-6%,0.5%

(cont.)
smiles,NTR1 agonist,NTR1 agonist cell count 20 µM,Large T inhibition,T cell HTS,T cell HTS vesicle-bound %,MgcRacGAP inhibition,Hep lipid drop,Hep lipid drop cells 6.5 µM,GPR35 arrestin U2OS,LYP inhibition,GPR55 antagonists,GPR55 beta-arrestin
COc1cccc(N=Nc2ccc(O)c3ncccc23)c1,3.9,48,9%,i,35,11%,2,744,16%,-4%,21%,0.2%
O=C1CCN(Cc2ccc(Br)cc2)CCN1[C@H](CO)c1ccccc1,0.7,75,4%,i,3,-9%,-8,803,1%,-7%,12%,-0.2%
O=c1c(-c2nc3ccccc3s2)cccn1Cc1ccc(Cl)cc1,8.3,90,18%,i,19,7%,nt,nt,-9%,-17%,-19%,0.3%
OC(COC(c1ccc(Cl)cc1)c1ccc(Cl)cc1)CN1CCCC1 (centres undefined),1.8,85,13%,i,18,4%,0,753,33%,-5%,6%,-0.2%
Cc1ccc(-c2nc3nc4ccccc4nc3n2Cc2ccco2)cc1,-3.2,89,22%,i,53,12%,-2,716,-4%,2%,-8%,0.3%
COc1nc(/C(N)=N/O)nc(N2CCCCC2)n1,-1.5,71,4%,i,43,4%,nt,nt,6%,0%,13%,0.0%
COc1ccc(S(=O)(=O)NCCCN2CCOCC2)c2ccccc12,0.0,72,7%,i,8,5%,-8,619,-1%,3%,2%,-0.3%
Cn1cccc1-c1cc(C(=O)N2CCc3c([nH]c4ccccc34)C2c2ccccn2)[nH]n1 (centres undefined),1.3,41,2%,i,2,3%,-3,722,2%,-3%,-7%,-0.1%
O=C(c1ccco1)N1CCN(c2ccc([N+](=O)[O-])cc2F)CC1,0.0,55,15%,i,12,0%,-8,791,4%,-11%,10%,-0.2%
CCN1CCCc2cc(CN(CCN3CCOCC3)C(=S)Nc3ccc(OC)c(Cl)c3)ccc21,0.5,51,20%,i,52,4%,-5,658,-8%,9%,3%,-0.6%
O=C(COc1ccc2ccccc2c1)NNC(=O)Cc1cccc2ccccc12,2.9,62,11%,i,50,8%,nt,nt,22%,-6%,7%,0.6%
CC1=NN(/C(=N\c2nnc(C)s2)Nc2ccc(C(C)(C)C)cc2)[C@H](c2ccc(C)cc2)S1,7.8,89,2%,i,27,0%,2,749,-3%,9%,2%,0.0%
